HT1080 cytotoxicity = cytotoxicity in HT1080 fibrosarcoma cells, cell-based, fluorescence readout (AID 620); cytotoxicity, % at 10 µM; hits with a dose series show EC50 in µM; 0.42% of 87,000 active; HT1080 viability, fluorescence; higher % means a stronger effect;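 further: cells exposed to compound overnight then 4 h with Alamar Blue; 0% = vehicle DMSO and 100% = killing control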
TNAP inhibition = human TNAP enzyme inhibitors, biochemical, luminescent (AID 518). purified TNAP enzyme, luminescent substrate readout; higher % means a stronger effect. inhibition, % at 20 µM, or IC50 in µM where a hit was titrated. 0.09% of 64,000 active; in the data active means a potency from the dose series; inactive means the rest, 99 in 100 with inhibition below about 22%;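 further: plate controls were vehicle for no effect and reference inhibitor for full effect; many of its hits are not listed in these tables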
PMK inhibit = S. pneumoniae PMK inhibitors, primary screen, biochemical, mevalonate pathway, pilot trial included | inhibition, % at 10 µM | AID 539, 2006 | purified PMK, PK/LDH-coupled NADH absorbance 340 nm | 0.49% of 65,000 active | phosphomevalonate kinase (Streptococcus pneumoniae D39);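 active means top-ranked compounds by inhibition in the single 10 µM screen, taking a fixed number of the strongest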;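 further: 0% = full reaction with DMSO carrier and 100% = background rate without enzyme reaction; no value below 0 was filed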
HPDE-C7 viability = cytotoxicity in HPDE-C7 cells, cell-based, fluorescence, HTS (AID 430). HPDE-C7 pancreatic duct cells viability, fluorescence; higher % means a stronger effect. cytotoxicity, % at 10 µM; hits with a dose series show EC50 in µM. 1.8% of 63,000 active;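 further: cells exposed to compound for 48 hours before viability readout; 0% = vehicle and 100% = reference cytotoxic drug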
Bfl-1 displacement = Bfl-1 inhibitors, primary screen, biochemical, fluorescence polarization, FITC-Bid, mouse (AID 432) | Bcl-2-related protein A1 (Mus musculus) | FITC-Bid BH3 peptide fluorescence polarization displacement; higher % means a stronger effect | displacement, % at 20 µM, or IC50 in µM where a hit was titrated | 0.02% of 64,000 active; in the data active means a potency from the dose series; inactive means the rest, 99 in 100 with displacement below about 15%; further: strong numbers were not always called active
Spn MK inh = S. pneumoniae MK inhibitors, primary screen, biochemical, PK/LDH-coupled NADH absorbance; purified MK, PK/LDH-coupled NADH absorbance 340 nm; mevalonate kinase [Streptococcus pneumoniae D39]; 0.48% of 65,000 active; inhibition, % at 10 µM; AID 555, 2006;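 active means ranked among the strongest by inhibition in the single 10 µM screen, a fixed top-ranked set picked for dose follow-up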; further: no value below 0 was filed
DPM-DC inhibit = S. pneumoniae DPM-DC inhibitors, primary screen, biochemical, PK/LDH-coupled NADH fluorescence; diphosphomevalonate decarboxylase (Streptococcus pneumoniae D39); purified DPM-DC; calls only at 10 µM; 0.49% of 65,000 active;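 active means the 320 compounds with the highest percent inhibition in the single-dose primary screen, excluding strongly autofluorescent ones, cut at about 32% in these data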;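 further: kinetic rate of NADH fluorescence loss reporting ADP formed by the decarboxylase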
LYP phosphatase = LYP phosphatase inhibitors, primary screen, biochemical, DiFMUP fluorescence, recombinant catalytic domain, 10 µM (AID 606); recombinant LYP catalytic domain, DiFMUP fluorescence; higher % means a stronger effect; inhibition, % at 10 µM; hits with a dose series show IC50 in µM; 52,000 tested, under 10 active; Tyrosine-protein phosphatase non-receptor type 22 (Homo sapiens);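 active means IC50 under 40 µM in the dose-response test; inactive means IC50 of 40 µM or more, or never dose-tested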
HPDE-C7K KRASV12 = cytotoxicity in KRAS-transformed pancreatic duct cells, primary screen, cell-based, fluorescence, HTS (AID 431); HPDE-C7K KRASV12 cells, Alamar Blue viability, 48 h; higher % means a stronger effect; cytotoxicity, % at 10 µM, or EC50 in µM where a hit was titrated; 1.7% of 63,000 active;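 active means compounds whose percent cytotoxicity in the single-dose primary screen, scaled between solvent and toxic-drug controls, exceeds 50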;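 further: 0% = DMSO solvent wells and 100% = doxorubicin-treated wells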
PMK inhibit pilot replicates = recorded beside PMK inhibit, whose call it bears; inhibition, %; measured here: pilot screen replicates
Spn MK inh pilot replicates = recorded beside Spn MK inh, whose call it bears; inhibition, %; measured here: pilot screen replicates
DPM-DC inhibit pilot screen % = also measured in DPM-DC inhibit; calls as there; inhibition, %; measured here: pilot screen trials
Numbers without * were called inactive; i = inactive; · = no result given; & = joins results of further samples. Unless noted, no stated cut-off is given here; in the data, active means cytotoxicity above about 50%; inactive means the rest. Random draw from the library (roughly 3.5% active in at least one column).

SMILES	HT1080 cytotoxicity	TNAP inhibition	PMK inhibit	HPDE-C7 viability	Bfl-1 displacement	Spn MK inh	DPM-DC inhibit	LYP phosphatase	HPDE-C7K KRASV12	others
CCOC(=O)c1c(-c2ccccc2)csc1NC(=O)c1nn(CC)cc1Br	-12%	6%	4	39%	-6%	4	·	3%	40%
O=C(COC(=O)C1CCN(S(=O)(=O)c2cccs2)CC1)c1cc2ccccc2o1	2%	11%	10	8%	-25%	1	i	6%	-4%	PMK inhibit pilot replicates=0.0;Spn MK inh pilot replicates=0.0;DPM-DC inhibit pilot screen %=0.5
O=C(COC(=O)CCc1c[nH]c(=O)[nH]1)Nc1cccc(Cl)c1	0%	4%	9	10%	9%	1	i	12%	-6%
Cc1ccc(S(=O)(=O)N2CCC(C(=O)Nc3nnc(-c4ccco4)s3)CC2)cc1	-22%	-5%	10	-21%	3%	7	i	·	-19%
Cc1cc(C)cc(N2C(=O)C3C4C=CC(C4)C3C2=O)c1 (stereo not drawn)	8%	11%	9	-6%	9%	3	i	-4%	-2%	PMK inhibit pilot replicates=0.0;Spn MK inh pilot replicates=0.0;DPM-DC inhibit pilot screen %=0.0
CC(c1ccccc1)n1cc(C(=O)NCc2cccnc2)nn1 (stereo not drawn)	-2%	0%	1	1%	-12%	0	i	0%	-3%
COc1ccc(-c2nc3ncccn3c2Nc2ccc3c(c2)OCCO3)cc1	·	6%	24	-12%	3%	0	i	-3%	-2%
CCN(CC)C(=O)CSc1nnc(-c2cccc(OC)c2)o1	-14%	9%	18	0%	-6%	0	i	12%	-1%
Cc1nc2nc(-c3ccccc3)[nH]n2c(=O)c1Cc1ccccc1	1%	10%	0	12%	1%	13	i	3%	11%
Cc1ccccc1CSCCNC(=O)CN(c1ccc2c(c1)OCO2)S(C)(=O)=O	2%	12%	0	-10%	-7%	1	i	8%	-4%
O=C1NC(=O)C(c2ccccc2)(c2ccccc2)N1	10%&2%	10%	4	0%	0%	7	i	22%	3%	PMK inhibit pilot replicates=0.0;Spn MK inh pilot replicates=0.0;DPM-DC inhibit pilot screen %=0.0
COc1ccc(C2(C(=O)NC(C)C)CCCC2)cc1OC	5%	5%	13	10%	2%	10	i	10%	-4%
COc1ccc(NS(=O)(=O)c2cc(C)ccc2C)cc1	3%	0%	12	40%	6%	0	i	10%	35%
Cc1ccc2[nH]c(=O)c(CN(CCCN3CCOCC3)C(=O)Nc3cccc(Cl)c3)cc2c1	0%	13%	12	17%	-2%	6	i	-13%	40%	PMK inhibit pilot replicates=0.0;Spn MK inh pilot replicates=0.0;DPM-DC inhibit pilot screen %=1.5
C=CCNc1nc(-c2ccc(O)c(C(N)=O)c2)cs1	-6%	16%	8	1%	6%	8	i	6%	-4%
COc1ccc(C(=O)CSc2nnc(-c3ccc(C)cc3)o2)cc1	6%	9%	10	-8%	-7%	12	i	6%	-12%	PMK inhibit pilot replicates=0.0;Spn MK inh pilot replicates=1.5;DPM-DC inhibit pilot screen %=0.0
COc1ccc(N2CSC3=C(C#N)C(c4ccc(OC)c(OC)c4)CC(=O)N3C2)c(OC)c1 (stereo not drawn)	-10%	2%	0	-4%	-7%	27	i	7%	-12%
CCn1c(SCC(=O)Nc2cc(F)ccc2C)nnc1-c1ccccc1O	4%	8%	7	-13%	-7%	7	i	-16%	-22%
CN(C)S(=O)(=O)c1ccc2c(c1)C(CC(=O)O)NC2=O (stereo not drawn)	-1%	11%	9	1%	4%	17	i	·	9%
O=C(c1cccs1)N(Cc1nc2sc3c(c2c(=O)[nH]1)CCCC3)C1CCCC1	8%	5%	8	10%	4%	0	i	15%	4%
COc1cccc(CNC(=O)CCNS(=O)(=O)c2cccs2)c1	9%	2%	0	-18%	-7%	12	i	·	-19%
COc1ccc(CNc2ccc(-c3ccc(OC)cc3)nn2)cc1	-17%	16%	18	50%	-6%	0	i	13%	59%*
CCCc1nnc(NC(=O)CC(=O)OCC)s1	20%	7%	0	4%	-7%	6	i	13%	2%
Cc1cc2oc(=O)c3c(c2cc1OC(=O)c1ccco1)CCCC3	14%	16%	3	-14%	-5%	5	i	6%	-6%
COC(=O)c1c(C)oc(C)c(C(=O)OC)c1=O	2%	-1%	17	2%	1%	0	i	9%	1%
CCn1c(SCC(=O)Nc2cccc(NC(C)=O)c2)nnc1C(C)C	5%	9%	0	-10%	-2%	6	i	-2%	-1%
CCNC(=O)CCCOc1ccc(Cl)cc1Cl	0%	11%	0	-6%	-9%	7	i	·	0%
O=C(c1ccc2c3c(cccc13)C(=O)N(O)C2=O)N1CCCCC1	5%	1%	2	-5%	-2%	17	i	9%	-15%
Cn1nnc(NC(=O)c2cccc(F)c2)n1	-16%	10%	14	-15%	0%	2	i	20%	-4%
CN(c1ccc(C(=O)N2CCc3ccccc3C2)cc1)S(C)(=O)=O	3%	10%	0	-20%	-3%	0	i	8%	2%
CCOc1ccc(N(CC(=O)NCCSc2ccccn2)S(C)(=O)=O)cc1	4%	9%	11	·	-7%	0	i	1%	·
CC(=O)c1ccc(Oc2cc(C)nc(-n3nc(C)cc3C)n2)cc1	50%*	1%	6	60%*	4%	9	i	3%	56%*	PMK inhibit pilot replicates=7.0;Spn MK inh pilot replicates=5.0;DPM-DC inhibit pilot screen %=2.0
CCOC(=O)C1CCN(c2ncnc3c2[nH]c2cccc(OC)c23)CC1	4%	8%	16	·	-2%	9	·	·	·
O=C(Cc1ccc(S(=O)(=O)N2CCCC2)s1)Nc1nc2c(s1)CCCC2	3%	15%	10	0%	-1%	0	i	8%	8%	PMK inhibit pilot replicates=0.5;Spn MK inh pilot replicates=0.0;DPM-DC inhibit pilot screen %=0.0
Nn1c(SCC(=O)Nc2ccc3c(c2)OCCO3)nnc1-c1ccccn1	1%	10%	0	-16%	-1%	0	i	-19%	-9%
S=c1[nH]nc(COc2ccc(Cl)cc2)o1	-4%	9%	8	1%	2%	15	i	6%	11%
COc1ccc(CNC(=O)C2CCCN(S(=O)(=O)c3cnc[nH]3)C2)cc1 (stereo not drawn)	-5%	11%	16	-5%	4%	9	i	6%	1%
COc1cccc(NC(=O)Nc2cccs2)c1	-1%	3%	0	-24%	0%	5	i	7%	-5%	PMK inhibit pilot replicates=1.0;Spn MK inh pilot replicates=0.0;DPM-DC inhibit pilot screen %=0.0
CCCc1nnc(NC(=O)CCC(=O)N2CCCCC2CC)s1 (stereo not drawn)	-12%	6%	0	3%	-14%	4	i	13%	-3%
COc1ccc(N2CCN(C(CNC(=O)C3CCCCC3)c3cccnc3)CC2)cc1 (stereo not drawn)	19%	7%	17	-11%	10%	6	i	6%	6%

5 records picked at random from the list so far, as already listed:
SMILES	HT1080 cytotoxicity	TNAP inhibition	PMK inhibit	HPDE-C7 viability	Bfl-1 displacement	Spn MK inh	DPM-DC inhibit	LYP phosphatase	HPDE-C7K KRASV12	others
Nn1c(SCC(=O)Nc2ccc3c(c2)OCCO3)nnc1-c1ccccn1	1%	10%	0	-16%	-1%	0	i	-19%	-9%
COc1ccc(CNC(=O)C2CCCN(S(=O)(=O)c3cnc[nH]3)C2)cc1 (stereo not drawn)	-5%	11%	16	-5%	4%	9	i	6%	1%
CCCc1nnc(NC(=O)CCC(=O)N2CCCCC2CC)s1 (stereo not drawn)	-12%	6%	0	3%	-14%	4	i	13%	-3%
COc1cccc(NC(=O)Nc2cccs2)c1	-1%	3%	0	-24%	0%	5	i	7%	-5%	PMK inhibit pilot replicates=1.0;Spn MK inh pilot replicates=0.0;DPM-DC inhibit pilot screen %=0.0
CCOc1ccc(N(CC(=O)NCCSc2ccccn2)S(C)(=O)=O)cc1	4%	9%	11	·	-7%	0	i	1%	·

The listing continues.
SMILES	HT1080 cytotoxicity	TNAP inhibition	PMK inhibit	HPDE-C7 viability	Bfl-1 displacement	Spn MK inh	DPM-DC inhibit	LYP phosphatase	HPDE-C7K KRASV12	others
CC1=C(C(N)=O)C(c2ccccc2)n2nc(-c3ccncc3)nc2N1 (stereo not drawn)	3%	-9%	0	-6%	7%	8	i	·	-8%
O=C(CNC(=O)c1ccccc1)NC1(C(=O)NC2CCCC2)CCCCC1	1%	5%	5	·	-6%	2	i	8%	·
CC(C)C1Cc2c(C#N)c(N)n(C)c(=S)c2CO1 (stereo not drawn)	-6%	16%	3	13%	4%	17	i	1%	11%
O=C1C(Cl)=C(N2CCOCC2)C(=O)N1c1ccccc1Cl	-3%	13%	12	-2%	45%	6	i	·	-5%
Cc1ccc(-c2nnc(SCC(=O)O)n2N)cc1	1%	10%	10	-6%	-8%	12	i	-3%	4%
CCOc1ccc(N(CC(=O)N2CCN(c3ccccc3)CC2)S(=O)(=O)c2c(C)noc2C)cc1	-1%	7%	7	-11%	-9%	2	i	3%	-10%
O=C(Nc1nnc(SCc2ccc(F)cc2)s1)c1ccco1	-2%	6%	11	19%	-5%	7	i	5%	26%
COC(=O)COc1nsnc1N1CCOCC1	0%	7%	0	·	-1%	13	i	·	·
c1csc(-c2cn3c(n2)SCC3)c1	6%	7%	0	2%	1%	0	i	10%	-5%
COCCCNC(=O)c1cc(OC)c(OC)c(OC)c1	3%	8%	0	2%	-5%	3	i	0%	-5%
Cc1c(C)c2cc(Cl)c(O)c(CN3CCCC(C)C3)c2oc1=O (stereo not drawn)	0%	3%	6	-7%	-3%	2	·	0%	-3%
Cc1nc(NC(=O)CCCC(=O)Nc2nc(C)c(C)s2)sc1C	1%	7%	0	4%	-5%	3	i	2%	-4%

Three entries already listed, sorted by formula weight, rising:
SMILES	HT1080 cytotoxicity	TNAP inhibition	PMK inhibit	HPDE-C7 viability	Bfl-1 displacement	Spn MK inh	DPM-DC inhibit	LYP phosphatase	HPDE-C7K KRASV12	others
COC(=O)COc1nsnc1N1CCOCC1	0%	7%	0	·	-1%	13	i	·	·
O=C(Nc1nnc(SCc2ccc(F)cc2)s1)c1ccco1	-2%	6%	11	19%	-5%	7	i	5%	26%
CCOc1ccc(N(CC(=O)N2CCN(c3ccccc3)CC2)S(=O)(=O)c2c(C)noc2C)cc1	-1%	7%	7	-11%	-9%	2	i	3%	-10%
